# TNAP inh no acc = human TNAP enzyme inhibitors, primary screen, biochemical, luminescent, no phosphate acceptor, uHTS; purified TNAP, CDP-star luminescence, 30 min; 200,000 tested, 0.26% active; inhibition, % at 20 µM;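 active means tissue-nonspecific alkaline phosphatase inhibition above about 50% at 20 µM in the single-dose screen, limit read from the data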;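 further: 0% = DMSO negative control and 100% = EDTA positive control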
# Target sequence (P05186 whole entry, looked up): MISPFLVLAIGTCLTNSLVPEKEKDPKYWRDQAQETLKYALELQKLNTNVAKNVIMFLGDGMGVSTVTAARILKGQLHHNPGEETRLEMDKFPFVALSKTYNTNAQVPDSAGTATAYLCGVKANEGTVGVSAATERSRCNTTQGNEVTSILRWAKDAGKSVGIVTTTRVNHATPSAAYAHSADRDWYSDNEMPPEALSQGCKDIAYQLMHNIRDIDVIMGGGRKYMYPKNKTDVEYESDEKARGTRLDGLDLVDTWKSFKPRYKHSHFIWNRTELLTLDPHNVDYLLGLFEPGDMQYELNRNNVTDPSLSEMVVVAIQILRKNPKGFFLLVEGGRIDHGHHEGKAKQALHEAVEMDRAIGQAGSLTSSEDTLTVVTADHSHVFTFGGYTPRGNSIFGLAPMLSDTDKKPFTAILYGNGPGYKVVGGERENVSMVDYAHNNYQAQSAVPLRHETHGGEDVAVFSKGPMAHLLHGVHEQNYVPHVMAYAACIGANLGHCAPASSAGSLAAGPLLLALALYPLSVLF
# S1P3 antag = S1P3 receptor antagonists, primary screen, cell-based; CHO S1P3 NFAT-BLA reporter, FRET fluorescence, antagonist mode; inhibition, % at 4.98 µM; Sphingosine 1-phosphate receptor 3 (Homo sapiens), Q99500; 170,000 tested, 0.27% active; AID 485, 2006;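 active means inhibition above the plate cutoff, the mean inhibition of test wells on that plate plus 3 SD, cut at about 28% in these data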;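 further: cells challenged with S1P at its EC80 of 0.8 µM; blue over green emission ratio from cleaved BLA substrate after 4 h stimulation; 0% = S1P-stimulated wells and 100% = unstimulated DMSO-only wells; some compounds past the cut are filed as inactive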
# PMI act hi M6P = human PMI activators, high substrate, primary screen, biochemical, fluorescence intensity, near-saturating mannose 6-phosphate. coupled PMI enzyme assay, resazurin fluorescence, 20 min; hits give high values; 1 = untreated enzyme, 0 = substrate-free blank. 190,000 tested, 0.34% active. activation factor at 20 µM. AID 1216, 2008;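 active means activation factor of 2 or more at 20 µM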
# Target sequence (P34949 whole entry, looked up): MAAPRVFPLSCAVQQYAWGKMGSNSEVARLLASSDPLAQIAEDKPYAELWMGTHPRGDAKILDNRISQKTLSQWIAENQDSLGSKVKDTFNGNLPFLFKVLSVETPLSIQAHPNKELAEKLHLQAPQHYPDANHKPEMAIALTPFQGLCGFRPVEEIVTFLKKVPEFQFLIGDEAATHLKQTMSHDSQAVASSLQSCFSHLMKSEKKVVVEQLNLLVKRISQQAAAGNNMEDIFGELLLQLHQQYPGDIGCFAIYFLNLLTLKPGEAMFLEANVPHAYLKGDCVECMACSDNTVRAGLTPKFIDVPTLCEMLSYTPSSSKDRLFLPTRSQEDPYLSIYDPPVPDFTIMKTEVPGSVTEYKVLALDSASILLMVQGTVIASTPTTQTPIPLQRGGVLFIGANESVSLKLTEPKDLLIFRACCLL
#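 Material: human phosphomannose isomerase with PGI, G6PDH, diaphorase coupling enzymes; amount: PMI at 15 ng/mL final; also added: Mannose-6-phosphate 1.0 mM (near-saturating) plus 0.22 mM NADP+; incubation: enzyme reaction with compound 20 min at room temperature; signal: resorufin fluorescence (Ex 544/Em 590 nm) from resazurin via diaphorase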
# Redox H2O2 prof = compounds producing H2O2 with reducing agent – biochemical, NIH compound library profiling, artefact control for MLSCN library redox annotation, primary screen | DTT-dependent redox cycling H2O2, phenol red/HRP absorbance; 100% = 100 µM peroxide control, 0% = buffer | activation, % at 10 µM | 200,000 tested, 0.03% active | AID 878, 2007;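 active means activation of at least 50% relative to the plate's high and low controls in the primary single-dose screen; inactive means activation below 50%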;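 further: compound incubated with DTT at 0.8 mM final as the reducing agent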
# HMGR II inh = inhibitors of E. faecalis class II HMGR, primary screen, biochemical, Enterococcus faecalis. AID 1066, 2008. purified E. faecalis HMGR, NADPH absorbance 340 nm kinetic. 190,000 tested, 0.41% active. HMG-CoA reductase (Enterococcus faecalis, mvaE). inhibition, % at 10 µM;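 active means inhibition above a set limit, the median over all tested compounds plus 3 SD, cut at about 9.5% in these data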;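 further: enzyme runs in reverse so mevalonate oxidation gives rising NADPH absorbance; 0% = complete reaction with DMSO and 100% = background rate lacking mevalonate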
# RAM inhibit = inhibitors of the yeast RAM network, primary screen, dse1pr::URA3 reporter, 5-FOA selection; S. cerevisiae dse1pr::URA3 reporter, 5-FOA growth OD615, 2 d; analog-sensitive cbk1-as2 kinase mutant strain; 190,000 tested, 1.8% active; inhibition, % at 50 µM;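 active means inhibition above a set limit, 3 SD over mean compound inhibition, cut at about 8.4% in these data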;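 further: 0% = DMSO-only wells with no growth and 100% = 10 µM 1-NA-PP1 full growth; inhibition rescues growth on 5-FOA so higher OD means more RAM inhibition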
# Hsp70 act = Hsp70 transcriptional activators, primary screen, cell-based, HeLa, Hsp70 promoter luciferase, luminescence, 10 µM; HeLa Hsp70 promoter luciferase reporter; scaled: vehicle 0, proteasome-inhibitor control 100%; activation, % at 10 µM; 200,000 tested, 0.04% active; AID 1203, 2008;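 active means activation above the mean across all tested compounds plus 3 SD, cutoff set per campaign, cut at about 5.5% in these data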;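 further: 100% = MG132 at 30 µM as the positive control and 0% = DMSO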
# L major viab = Leishmania major promastigote growth inhibition, primary screen | Leishmania major promastigotes, resazurin fluorescence viability | inhibition, % at 10 µM | 200,000 tested, 9% active | AID 1063, 2008; in the data active means inhibition above about 50%;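 further: promastigotes grown with compound for 44 hours at 28 °C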
# TNAP inh hiacc = human TNAP enzyme inhibitors, primary screen, biochemical, luminescent, high phosphate acceptor level, uHTS; Alkaline phosphatase, tissue-nonspecific isozyme (Homo sapiens), P05186; purified TNAP, CDP-star luminescence, 1 M DEA; inhibition, % at 20 µM; 200,000 tested, 0.03% active; AID 1135, 2008;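 active means over 50% inhibition of tissue-nonspecific alkaline phosphatase at 20 µM in the single-dose screen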;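 further: plate controls were DMSO wells for no effect and EDTA-quenched wells as full inhibition for full effect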
# PMI activator = activators of human PMI, primary screen, biochemical, fluorescence intensity, near-Km mannose 6-phosphate | Mannose-6-phosphate isomerase (Homo sapiens), P34949 | purified human PMI, coupled resazurin fluorescence, 20 min; hits give high values; 1 = vehicle control, 0 substrate-free wells | activation factor at 20 µM | 190,000 tested, 0.005% active | AID 1214, 2008;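 active means activation factor of 2 or more at 20 µM, relative to plate controls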
# The depositor's hits bear a star; · = no result given.
entry	compound	PMI activator	HMGR II inh	RAM inhibit	L major viab	TNAP inh hiacc	PMI act hi M6P	Redox H2O2 prof	TNAP inh no acc	S1P3 antag	Hsp70 act
1	Cn1cccc1/C=N/n1c(-c2ccc(Cl)cc2Cl)n[nH]c1=S	0.8	1.4	2.5	-7.9	-0.9	0.8	2.2	10.0	·	-0.1
2	CNC(=S)NCCN1CCOCC1	0.9	-2.9	0.6	50.6*	-2.9	0.9	0.1	-10.0	8.5	-0.3
3	CC1(C)CC(c2nc(-c3ccc(Br)cc3)cs2)CCS1 (centres undefined)	1	-2.0	8.3	-2.4	-2.4	1	4.0	-10.0	2.8	-0.3
4	O=C(CCN1CCc2ccccc2C(c2ccccc2)C1)c1ccc2c(c1)OCCO2 (centres undefined)	0.6	-0.8	-2.2	100.5*	0.8	0.7	0.1	-11.2	·	-0.3
5	OC1(c2ccccc2)CCN(Cc2ccccc2)C2CCCCC21 (centres undefined)	0.9	-3.8	0.0	96.8*	-0.3	1.1	-0.5	-15.1	4.7	-0.3
6	C/C(N)=C(/C#N)C(=O)COC(=O)[C@@H](NC(=O)c1ccccc1Cl)C(C)C	1.1	3.9	2.0	-7.0	-9.0	1	0.0	-120.4	-12.9	-0.1
7	O=C(CSc1ncccn1)Nc1ccccc1	1	-5.1	1.1	-1.5	6.0	1.1	-1.5	-0.8	-66.7	-0.2
8	Cc1cc(C)nc(/N=C2\NC(=O)CC(C(=O)O)N2c2ccc(Oc3ccccc3)cc2)n1 (centres undefined)	1	-3.7	7.2	-3.9	-4.5	1	-2.5	-10.4	-5.7	0.0
9	Cc1cccc(NC(=O)CSc2nc(C)nc3c2c(=O)n(C)c(=O)n3C)c1	1	3.8	2.0	4.3	-1.8	0.9	-0.2	-3.1	-6.9	0.1
10	Cc1cc(C)cc(NC(=O)c2ccc(CSc3nnc(C)s3)cc2)c1	0.9	0.3	8.1	-2.4	0.6	0.9	-12.0	-1.4	·	0.0
11	COC(=O)C1Cc2ccccc2CN1C(=O)CCl (centres undefined)	1.1	-1.3	-0.5	17.5	-5.6	0.9	-1.6	-17.0	-4.5	0.3
12	CC(C)NS(=O)(=O)c1cccc2nsnc12	0.9	-8.8	3.4	-4.1	-6.4	1	0.0	-9.4	2.2	0.2
13	COCc1cc(C)n(CC(=O)N/N=C/c2ccc(-c3ccc(Cl)c(C(=O)O)c3)o2)c(=O)c1C#N	1.1	0.8	1.2	-7.9	-4.2	0.9	-0.1	-1.8	7.6	-0.3
14	N#CC(C#N)=Cc1cc2ccccc2nc1N1CCCCC1	1	-8.9	1.2	82.1*	-4.0	0.9	-0.3	-9.6	-1.1	-0.5
15	Cn1cnnc1SCC(=O)N(Cc1ccc2c(c1)OCO2)C1(C(=O)NC2CCCCC2)CCCC1	0.9	1.1	0.3	-5.0	-3.7	0.9	-1.2	-2.6	5.9	-0.2
16	Cc1ccc(C(=O)NC(=S)Nc2ccccc2N2CCCC2)cc1[N+](=O)[O-]	0.8	-2.9	4.5	34.2	6.2	1	-0.1	-27.2	3.1	-0.3
17	Cc1ccc(C(=O)Oc2cc(C)n(C)c(=O)c2)cc1	1	-7.3	-0.7	-3.6	-4.9	1	-7.4	-12.4	·	-0.1
18	Cc1ccccc1Cn1cc(C)c(=O)[nH]c1=O	0.9	-0.8	2.4	-2.5	0.9	0.9	-0.3	1.2	-11.7	0.0
19	COc1ccc(NC(=O)c2ccc(-n3nc(C)cc3C)cc2)cc1OC	0.9	-2.2	0.3	1.9	-0.3	0.8	1.2	-6.6	·	-0.1
20	COc1cc(NC(=O)c2ccco2)c(OC)cc1NC(=O)CSc1ncc(-c2ccc(F)cc2)[nH]1	0.9	0.0	3.1	-2.7	-0.3	1	2.1	18.0	0.6	-0.1
21	CCOCC(=O)Nc1nnc(Cc2ccc(OC)c(OC)c2)s1	1	-5.1	2.3	-0.1	2.2	0.8	1.8	-7.2	-11.7	-0.1
22	Cc1ccc(-n2c(C)cc(C(=O)COC(=O)C3=NNC(=O)CC3)c2C)cc1	0.9	0.1	0.2	95.0*	-4.8	1	0.1	-5.3	·	-0.4
23	Nc1c(C2=NCCO2)nnn1Cc1ccccc1	1	-1.0	0.3	-5.7	-2.1	1	3.1	-10.6	-6.7	0.1
24	CCOC(=O)N1CCC(NC(=O)Cn2cc3c(n2)CCC(C)C3)CC1 (centres undefined)	1.1	-2.7	1.0	-6.8	-1.1	1	0.5	-1.7	-36.7	0.3
25	COc1ccc(C2CC(c3ccc4ccccc4c3)=NN2C(=O)CNC2CCCCC2)cc1 (centres undefined)	1	-1.1	0.6	100.2*	-2.0	1	-0.5	-9.2	-11.4	-0.1

# New compounds follow:
entry	compound	PMI activator	HMGR II inh	RAM inhibit	L major viab	TNAP inh hiacc	PMI act hi M6P	Redox H2O2 prof	TNAP inh no acc	S1P3 antag	Hsp70 act
26	Nc1nc(NC(=O)c2cccnc2)nn1-c1ccccc1	1	-3.5	2.2	-2.1	-5.3	1	2.3	-9.7	-11.4	-0.4
27	Cn1c2ccc(F)cc2c2ncn(Cc3ccco3)c(=O)c21	0.8	-1.3	2.0	-3.2	-3.2	0.8	-1.8	-8.8	·	0.0
28	Cc1cccc2cc(CN(CCN3CCCC3)C(=O)NC3CCCCC3)c(=O)[nH]c12	1	-0.1	-0.5	-3.1	-5.0	1	-2.7	4.3	-10.5	-0.2
29	Cc1noc(C)c1CSc1nnc(-c2ccccc2)n1N	0.8	-3.7	0.1	0.0	-12.0	0.9	0.0	-12.2	·	-0.3
30	Cc1ccc2cc(C)c(Sc3nnnn3-c3ccccc3)nc2c1	0.9	-2.1	2.2	60.3*	-7.0	0.9	0.8	-11.4	-9.3	-0.3
31	CC(C)COc1ccc(C(=O)N(Cc2ccco2)C2CCS(=O)(=O)C2)cc1 (centres undefined)	1	3.5	0.9	-4.9	-5.0	1	3.4	-12.4	18.5	-0.1
32	O=C(NCC(c1cccnc1)N1CCOCC1)c1cccc(Cl)c1 (centres undefined)	1	-0.3	0.7	32.2	-4.2	1	-0.4	-12.8	-41.3	0.1
33	c1ccc2c(CCNc3ncnc4nc[nH]c34)c[nH]c2c1	0.9	-9.6	1.0	-3.4	-4.2	0.9	0.5	-110.2	-24.0	-0.3
34	COc1ccc(/C=N/OCC(=O)NC(c2ccccc2)c2ccccc2)c(OC)c1	1	-2.3	12.0*	99.8*	-7.1	1	-0.4	-13.4	-5.0	-0.5
35	CN1CCC(N2CCCC(C(=O)O)C2)CC1 (centres undefined)	1	-5.3	-1.2	-2.4	-0.9	1	0.3	12.2	·	-0.6
36	CCOC(=O)c1ccccc1NC(=O)c1ccccc1N(C)S(C)(=O)=O	0.9	-1.4	0.9	89.7*	-0.3	0.9	-4.0	-6.8	7.1	-0.3
37	COCCCN1C(=O)C(=O)/C(=C(/O)c2ccc(OCC(C)C)cc2)C1c1cccnc1 (centres undefined)	1.1	-1.8	0.1	-4.8	4.0	1.1	1.9	-5.2	-19.9	0.1
38	Cc1ccc(-c2nnc(-c3cccs3)o2)cc1	1	-1.3	2.6	-0.6	-4.4	1	0.3	-3.8	-6.6	0.2
39	CC(C)(C)NC(=O)C(=O)NN=C1CCCCCC1	0.9	-2.8	0.8	-6.9	-6.5	0.9	0.3	-6.1	-15.8	-0.1
40	CCNc1nnc(-c2ccc(C)cc2)o1	1.1	-2.4	1.4	-4.4	-2.1	1	-0.5	0.4	26.3	-0.1
41	CN(C)C(=S)Nn1c(-c2ccccc2)nc2ccccc2c1=O	1	0.8	1.1	-8.4	-1.9	1	0.2	-18.9	-5.9	-0.2
42	COc1ccc(-c2cc(C(F)(F)F)nc(NC3CCCC3)n2)cc1OC	0.9	-2.4	1.6	15.6	-0.1	0.9	-0.2	0.4	·	-0.1
43	Cc1ccc(/C=N/Nc2nc(N3CCCCC3)nc(N3CCCCC3)n2)o1	1.1	3.9	1.4	41.8	-1.5	1	0.3	-9.5	11.4	-0.1
44	NC1=NC(=O)/C(=C\C=C\c2ccccc2)S1	1	-0.8	4.8	-7.1	3.8	1	-0.3	-7.4	-13.0	-0.1
45	O=C(Nc1ccc(C(=O)O)cc1)/C(=C/c1cccc(Br)c1)NC(=O)c1ccco1	1	-1.1	5.5	-8.6	-1.9	1	-0.1	-13.6	-5.1	-0.1
46	O=C(NCc1ccccc1)c1ccc(F)c(S(=O)(=O)N2CCOCC2)c1	0.9	-3.9	0.0	-2.4	-2.9	1	2.7	-9.9	-17.7	-0.4
47	COc1ccccc1CN1CCN(Cc2nc(Cc3ccccc3)no2)CC1	1	-3.5	1.6	-1.9	-4.6	1	-0.1	-8.2	4.5	-0.2
48	COc1cccc(CN2CCC(C(=O)N3CCN(c4ccccc4F)CC3)CC2)c1OC	1.2	-0.2	1.1	-8.3	-6.6	1.3	-0.3	-7.8	8.9	0.2
49	O=P(OC1CCCCC1)(OC1CCCCC1)C(O)c1ccccc1 (centres undefined)	1	-7.3	0.8	28.1	-8.0	1	-0.2	-31.2	·	-0.1
50	CC(=O)Nc1ccc(-c2csc(NCc3ccccc3)n2)cc1	1	-1.0	1.0	60.3*	-6.8	1	-0.4	-10.6	-9.7	0.3

# New compounds follow
entry	compound	PMI activator	HMGR II inh	RAM inhibit	L major viab	TNAP inh hiacc	PMI act hi M6P	Redox H2O2 prof	TNAP inh no acc	S1P3 antag	Hsp70 act
51	C/C(CC(O)(/C=N/O)c1ccccc1)=N\O (centres undefined)	0.9	-3.5	-0.2	-5.3	-5.6	0.9	2.0	-23.1	-19.1	-0.3
52	O=C(CCSc1nnc2ccccn12)Nc1ccc(F)cc1	0.9	2.5	0.8	-4.4	-9.8	0.9	-1.6	-17.6	10.5	-0.2
53	COc1ccc(-c2cc(CNC(C)=O)on2)cc1	0.9	-3.7	0.3	-6.4	-2.2	1	1.4	-8.7	·	-0.1
54	CC1(C)CC(=O)c2cc(C(=O)NCc3ccco3)c(=O)n(-c3ccc(Cl)cc3)c2C1	0.9	-3.9	-1.1	45.4	0.3	0.9	0.5	-1.6	-8.5	-0.1
55	Cc1cccc(-c2noc(CN(C(=O)/C=C/c3ccccc3Cl)C(C)C)n2)c1	0.9	2.3	11.3*	-3.1	-0.9	0.9	-0.4	-17.3	-23.6	0.2
56	COc1cc(-c2nc3cnccn3c2Nc2ccccc2)ccc1O	0.9	3.7	0.3	7.2	-0.1	0.9	0.4	-6.3	-32.3	0.0

# Bioassay records: PubChem, several laboratories
